Scp-1 inhibitor: Scp-1 (human) phosphatase inhibition | actives 0.88% (n = 340,000) | inhibition, % at 20 µM | Recombinant Scp1, phosphopeptide, malachite green phosphate absorbance;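 active means inhibition above about 50% at 20 µM, limit read from the data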;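 further: plate controls were DMSO wells with enzyme for no effect and wells lacking enzyme for full effect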
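Test system: SCP-1 phosphatase catalytic domain, residues 76-261; measured by: colorimetric phosphate reagent with accelerator and stabiliser, absorbance at 630 nm; timing: enzyme reaction 45 min at room temperature, colour 5 min, stabilisation 30 min; also added: Phosphorylated 17-residue peptide substrate; compound dosing: one concentration, 20 µM, with 1.0% DMSO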
DNMT1 block: blocks human DNA methyltransferase DNMT1; DNMT1 molecular beacon, Hinp1I cleavage, fluorescence; inhibition (reported as % activation of signal), % at 10 µM; actives 0.83% (n = 360,000); AID 588458; in the data active means inhibition above about 50%
CSN inh: blocks human CSN-mediated cullin deneddylation; actives 0.38% (n = 360,000); inhibition, % at 12.5 µM; Purified CSN, SCF-Nedd8-OG deneddylation, fluorescence polarization;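 active means pattern-corrected inhibition above about 35%, with an unprinted fluorescence ratio check between 0.5 and 1.5, limit read from the data, passing the limit was not always enough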;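 further: 0% = enzyme with substrate and 100% = substrate without enzyme; some results filed as inactive read as strong as hits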
Target sequence (Q92905 whole entry, looked up, one chain of several): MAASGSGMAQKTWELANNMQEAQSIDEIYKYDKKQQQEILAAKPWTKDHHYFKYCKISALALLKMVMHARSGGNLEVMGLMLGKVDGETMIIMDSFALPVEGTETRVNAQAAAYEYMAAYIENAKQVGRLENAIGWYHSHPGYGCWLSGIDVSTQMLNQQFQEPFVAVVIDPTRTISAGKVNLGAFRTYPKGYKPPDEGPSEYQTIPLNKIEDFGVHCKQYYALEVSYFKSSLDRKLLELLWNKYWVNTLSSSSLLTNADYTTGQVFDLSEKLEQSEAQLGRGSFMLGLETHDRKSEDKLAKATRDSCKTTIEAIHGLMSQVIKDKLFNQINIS
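Schedule: reaction 90 min, room temperature / Assay system: HEK293T-derived human Csn5 enzyme / Input: Csn5 at 0.24 nM final / Measure: inhibition of Csn5 cleavage, % / Control set: substrate-only high control, full reaction low control / Technique: fluorescence polarization of the substrate / Buffer or medium: Tris/NaCl/DTT buffer, pH 7.5 / Reagent: SCFSkp2-Nedd8OG substrate at 10 nM final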
NadD block: blocks S. aureus nicotinate mononucleotide adenylyltransferase; purified NadD enzyme, colorimetric absorbance read-out; AID 602399; inhibition, % at 20 µM; actives 0.78% (n = 360,000); in the data active means inhibition above about 26%; further: some compounds past the cut are filed as inactive
LMPTP block: blocks human LMPTP phosphatase; AID 651560; P24666; actives 0.22% (n = 360,000); recombinant LMPTP-A, OMFP fluorogenic substrate, fluorescence intensity; inhibition, % at 20 µM;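 active means compounds that cut the enzyme signal by at least half of the control window in the single-dose screen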;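 further: plate controls were DMSO wells with enzyme plus substrate for no effect and substrate without enzyme for full effect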
Target sequence (P24666 whole entry, looked up): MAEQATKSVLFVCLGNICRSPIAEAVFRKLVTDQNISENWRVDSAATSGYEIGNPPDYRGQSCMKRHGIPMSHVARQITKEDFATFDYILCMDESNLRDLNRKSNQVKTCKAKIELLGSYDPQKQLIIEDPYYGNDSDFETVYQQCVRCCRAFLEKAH
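Test system – LMPTP-A enzyme · Amount – LMPTP-A at 0.625 nM final in the reaction · Buffer or medium – Bis-Tris pH 6.0, DTT, detergent · Reagent – OMFP 400 µM · Doses – single 20 µM dose · Schedule – reaction 50 min, room temperature, dark · Detection – fluorescence intensity of OMFP turnover product · Evaluation – percent inhibition versus substrate-only and uninhibited controls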
TbMetRS inhib: Trypanosoma brucei MetRS inhibition. AID 624268. inhibition, % at 11.9 µM. purified T. brucei MetRS, ATP depletion, Kinase-Glo luminescence. actives 0.4% (n = 360,000);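 active means inhibition above a per-plate cutoff of the control wells' mean inhibition plus 3 SD, cut at about 5.5% in these data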;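 further: 0% = DMSO wells median and 100% = median of wells with control inhibitor compound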
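Dosing: 11.9 µM compound single dose, 0.9% DMSO; Assay system: purified T. brucei MetRS enzyme; Measured by: Kinase-Glo luciferase luminescence reporting remaining unconsumed ATP; Schedule: 15 min plus 2 h at 25 °C.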
SUMO1-SIM PPI: modulators of human SUMO1-mediated protein-protein interactions | P63165 | SUMO1 binding to a labelled peptide, TR-FRET, 1 h | inhibition, % at 20 µM | actives 0.33% (n = 360,000) | AID 602429; in the data active means inhibition above about 37%
Target sequence (P63165 whole entry, looked up): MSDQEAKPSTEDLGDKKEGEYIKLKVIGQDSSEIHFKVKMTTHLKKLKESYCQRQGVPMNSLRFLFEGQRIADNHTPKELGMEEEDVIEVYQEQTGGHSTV
MsrA inh: inhibits bovine methionine sulfoxide reductase A | purified bovine MsrA, absorbance read-out | inhibition, % at 15.5 µM | actives 0.75% (n = 360,000) | AID 651718; in the data active means inhibition above about 4.5%;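 further: 0% = vehicle wells with enzyme and 100% = reference inhibitor wells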
STEP inh: STEP (human) phosphatase inhibition; P54829; actives 0.25% (n = 360,000); recombinant STEP, OMFP fluorogenic substrate, fluorescence; inhibition, % at 20 µM;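 active means inhibition at 20 µM, scaled per plate between control wells, above about 37%, limit read from the data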;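 further: 0% = DMSO with enzyme and substrate and 100% = substrate only without enzyme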
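Test system: STEP tyrosine phosphatase / Reagent: OMFP at 25 µM / Doses: 20 µM, 1% DMSO / Read-out: percent inhibition scaled to no-enzyme and uninhibited-enzyme controls, plate-pattern corrected / Detection: FITC-channel fluorescence of OMFP product / Medium: Bis-Tris buffer pH 6.0, 2.5 mM DTT, 0.005% Tween 20 / Schedule: 20 min at room temperature, dark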
Rpn11 inh: blocks the human proteasome subunit Rpn11; O00487; human 26S proteasome, Ub4-pepOG fluorescence polarization; 20S core pre-blocked with epoxomicin; calls only at 20 µM; actives 0.59% (n = 360,000);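 active means inhibition at 20 µM, scaled to each plate's controls, above about 33%, limit read from the data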
Target sequence (O00487 whole entry, looked up): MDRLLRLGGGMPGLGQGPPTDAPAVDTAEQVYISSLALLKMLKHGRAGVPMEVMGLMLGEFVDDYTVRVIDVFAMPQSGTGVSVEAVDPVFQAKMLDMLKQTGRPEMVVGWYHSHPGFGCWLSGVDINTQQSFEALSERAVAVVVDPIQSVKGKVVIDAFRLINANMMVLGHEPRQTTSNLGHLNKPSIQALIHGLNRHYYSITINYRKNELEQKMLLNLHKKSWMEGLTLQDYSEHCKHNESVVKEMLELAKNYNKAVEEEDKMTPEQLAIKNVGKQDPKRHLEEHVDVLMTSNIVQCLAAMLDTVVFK
Numbers without * were called inactive; i = inactive; · = not tested or not shown.

SMILES	Scp-1 inhibitor	DNMT1 block	CSN inh	NadD block	LMPTP block	TbMetRS inhib	SUMO1-SIM PPI	MsrA inh	STEP inh	Rpn11 inh
CCN(CC)CCCN=Cc1c(O)n(Cc2ccccc2)c(=O)c2ccccc12	-18	-5	7	-7	-5.1	-1.6	-11	2.0	-1	i
Cc1ccccc1C1c2[nH]c3ccccc3c2CCN1CCCn1cccn1 (centres undefined)	5	0	0	0	4.2	-0.1	-3	0.2	2	i
COCC(=O)N1C[C@H]2CON(C)[C@H]2C[C@H]1c1cccc(-c2ccccc2OC)c1	·	8	-4	3	-2.1	-1.0	0	0.4	-2	i
CC(C)C[C@H](NC(=O)[C@H](Cc1ccccc1)n1c(=O)[nH]c2ccccc2c1=O)C(=O)N1CCC(C(=O)O)CC1	12	0	4	-4	-0.4	-2.0	1	-0.2	1	i
Cc1ccnc(NS(=O)(=O)c2ccc(NS(=O)(=O)c3ccc(Br)cc3)cc2)n1	-11	-2	0	-3	-0.8	0.1	7	0.8	-2	i
COC(=O)CC[C@@H](C(=O)O)N1C(=O)c2ccccc2C1=O	-8	3	3	-2	-0.9	-1.0	-6	-0.2	-2	i
CC(=O)Nc1ccc(NC(=O)COC(=O)Cc2cccs2)cc1	-2	2	1	-5	0.1	-0.6	0	-0.3	0	i
O=C(c1ccc(Br)cc1)N1CCC(C(=O)N2CCN(Cc3ccccc3)CC2)CC1	-2	0	3	-6	0.6	0.0	-1	2.0	-1	i
Cc1nnc(N(C(=O)c2cnccn2)c2ccccc2)s1	3	6	2	1	-0.2	-1.0	2	1.8	-3	i
COc1ccc(S(=O)(=O)N2CCOC23CCN(S(=O)(=O)c2cccs2)CC3)cc1	-7	1	-3	-7	2.3	-0.1	3	-1.0	0	i
Brc1ccc2c(c1)CN1CCCC1=N2	-11	0	0	-4	1.2	1.1	-5	1.8	-1	i
COC(=O)Cn1cc(C(=O)C(F)(F)F)c2ccccc21	0	-1	2	-1	-0.2	0.0	2	1.0	3	i
O=C(COC(=O)c1ccc(Cl)c(S(=O)(=O)N2CCCC2)c1)NCc1ccccc1	50*	12	4	-2	7.4	0.0	5	-0.5	10	i
Cc1ccc(-c2onc3ccc(Cl)cc23)cc1	-6	-1	0	-2	-2.3	0.3	12	-0.1	-4	i
CC(C)C[C@H]1CNC(=S)N1C[C@H]1CCCN1C[C@H](Cc1ccc(O)cc1)N1C[C@H](Cc2ccccc2)N(CC2CCCCCC2)C1=S	·	-13	1	18	6.1	0.0	1	-0.7	4	i
COc1ccc(CN(C)C(=O)c2cc(-c3ccc(OC)c(OC)c3)nc3ccccc23)c(OC)c1	4	-2	-5	3	0.3	-0.6	-1	0.8	-4	i
CCOC(=O)Nc1cc(N)ncn1	7	0	1	2	0.1	1.4	-1	0.3	-2	i
O=C(C1=C[C@@H](c2coc3ccccc3c2=O)C[C@@H](OCCCCO)O1)N1CCN(Cc2ccccc2)CC1	-3	4	-1	0	-1.2	-0.4	-6	0.1	2	i
COC(=O)c1ccc(NC(=O)CN(Cc2ccc(Cl)cc2)S(C)(=O)=O)cc1	-4	-3	0	-9	0.0	0.0	1	-0.6	-2	i
CC(C)(C)NC(=O)CN(C(=O)CN1C(=O)C(=O)c2ccccc21)C(C)(C)C	2	-2	3	-8	-2.4	-0.9	-13	1.5	-2	i
CC(C)[C@H](NC(=O)OCc1ccccc1)C(=O)NC(C=O)Cc1ccccc1 (some centres undefined)	4	3	1	-2	-0.7	-0.5	1	·	2	i
COc1cc(CSc2nc(-c3ccccc3)cc(=O)[nH]2)cc(OC)c1	-7	2	-10	1	-1.1	-0.2	-2	·	-3	i
COc1ccc(C(=S)N2CCN(C)CC2)cc1	-10	-1	0	9	-2.8	-0.4	-3	0.6	29	i
C=CCC[C@H](Cc1ccc(F)cc1)C(=O)OC[C@@H](NC(=O)[C@@H](CC=C)CC(=O)N[C@H](CO)Cc1ccccc1)C(C)(C)C	-9	-6	3	-12	1.2	-0.3	6	-0.2	0	i
O=C(COC(=O)C1CCN(c2ccc(C(F)(F)F)cn2)CC1)c1ccccc1	-5	2	0	5	2.3	-0.3	6	0.3	0	i
O=C(O)CC(CC(=O)Nc1ccc2ccccc2n1)c1ccccc1 (centres undefined)	-10	2	-1	1	-2.4	-0.1	6	-0.3	-2	i
CC(=O)Nc1nc2cc([N+](=O)[O-])ccc2s1	-3	5	-1	-6	-1.2	-0.3	-29	0.5	2	i
O=C(NC(=S)Nc1ccccn1)c1ccco1	-7	5	-1	0	-1.2	-0.4	5	0.9	-2	i
CC(C)(C)CC(C)(C)NC(=O)/C=C/C(=O)O	3	5	-1	-5	-0.1	-0.6	-1	-0.5	0	i
C/C(=N\Nc1nc(C)cc(C)n1)c1ccc(N2CCOCC2)cc1	-3	-2	3	5	-0.5	-0.4	-10	2.7	0	i
COc1ccc(OC)c(NC2=NC3(CCCCC3)N=C(N)N2)c1	-4	0	1	1	-0.1	0.4	-7	0.5	-2	i
O=C(NC1CCCCC1)C(c1ccc2ncccc2c1)N(Cc1ccccc1)C(=O)c1ccc2c(c1)OCCO2 (centres undefined)	-1	4	0	7	0.7	0.1	-1	0.3	-2	i
COc1cc(OC)c(OC)cc1CN1CCN(S(=O)(=O)c2ccc(F)cc2)CC1	-2	-2	-3	-4	-1.3	0.3	-3	0.5	1	i
N#Cc1c(-c2ccc(Cl)cc2)nc2n(c1=O)CCCS2	0	0	-1	1	0.5	-0.2	-11	2.1	1	i
O=C(CSc1nc2ccccc2c(=O)n1-c1ccccc1)NCc1ccc2c(c1)OCO2	-4	3	1	-1	0.3	-1.5	-3	0.0	-1	i
CC(C)CNC(=O)Cn1c(=O)c2c(ncn2CC(C)C)n(Cc2ccccc2)c1=O	-5	2	0	-4	-1.8	-0.3	1	-0.7	1	i
CN(c1ccc(OCC(=O)Nc2nc(-c3ccccc3)cs2)cc1)S(=O)(=O)c1ccc(F)cc1	-9	-7	-1	5	1.4	-0.6	1	0.6	-2	i
Clc1ccccc1-c1nn2c(COc3ccccc3)nnc2s1	-9	1	-1	8	2.9	-0.2	3	-0.1	1	i
O=C(CN1CCCc2ccccc21)Nc1ccccc1[N+](=O)[O-]	-5	1	3	-9	0.4	-1.1	-19	1.6	0	i
CC(=O)N1N=C(c2cccc([N+](=O)[O-])c2)OC1(C)c1cccs1 (centres undefined)	-7	-2	-1	2	0.1	-0.6	-22	-0.9	0	i
CCCC/C=C/[C@H](c1ccccc1)[C@H](CO)Cc1cccnc1	-3	0	1	-5	-0.5	-0.4	3	-1.1	-4	i
COc1ccc(N2CCN(C(c3cccs3)C(C)NC(=O)c3ccc4c(c3)OCO4)CC2)cc1 (centres undefined)	-8	-4	2	8	-0.3	0.1	-2	0.8	0	i
Cc1cc(C)cc(OCC(=O)OCC(=O)NC2CCCCCC2)c1	-5	5	10	-6	0.6	-0.2	-2	-0.3	-3	i
Cc1cc(=O)oc2cc(OCc3ccc(C(=O)OCC(=O)NC4CCS(=O)(=O)C4)cc3)ccc12 (centres undefined)	50	20	9	-1	13	-0.9	57*	1.2	6	i
Cc1ccc(S(=O)(=O)N(C)C)cc1NS(=O)(=O)c1ccc(Cl)s1	6	2	0	1	-0.9	-1.0	3	-0.6	1	i
O=C(/C(C=Nc1ccc(F)cc1)=C(/O)c1ccco1)C(F)(F)F	-7	5	-7	-8	0.4	0.6	-9	2.3	-2	i
CCN1CCN(c2ncnc3c2nnn3Cc2ccccc2)CC1	0	2	14	2	-0.6	-0.4	-2	2.2	0	i
Cc1ccc(-c2csc(NC(=O)c3ccc([N+](=O)[O-])o3)n2)cc1	-10	1	-4	-3	0.5	-0.7	-27	0.8	1	i
CCc1cccc(N=c2c([N+](=O)[O-])nn(-c3ccc4c(c3)OCCO4)n2O)c1	-7	-10	2	-7	1.6	0.0	-31	3.3	0	i
O=C1/C(=C/c2ccccc2)CCc2ccc(Cl)nc21	2	4	9	-3	-0.3	-0.4	-31	3.3	0	i
CCOc1ccc(CCNC(=O)C2CC(=O)N(c3ccccc3OCC)C2)cc1OCC (centres undefined)	-7	0	-5	2	-1.2	-0.4	5	-0.5	-1	i
CC(=O)n1c(=O)oc2ccccc21	-4	0	-6	-5	-1.6	-0.9	4	-0.8	0	i
CCSc1ncc(/C=N/Nc2ccc([N+](=O)[O-])cc2)n1C	-5	0	6	-2	3.2	-0.6	-17	2.7	0	i
Cc1ccc(C2=NNC(=O)C(P(=O)(c3ccccc3)c3ccccc3)C2)cc1 (centres undefined)	-4	0	2	-2	-0.7	-0.4	-1	1.4	0	i
CS(=O)(=O)Nc1ccc(-c2cn3cccnc3n2)cc1	-7	4	5	1	0.2	-0.9	-18	4.8*	1	i
CCC(C)(C(=O)NC1CCCCC1)N(C)C(=O)c1ccccn1 (centres undefined)	-6	3	9	0	-0.9	-1.4	3	-0.9	0	i
CC(C)CNS(=O)(=O)c1ccc(CCC(=O)N2CCOCC2)cc1	-8	0	9	-1	-0.3	-0.4	0	-0.1	-2	i

Arranged by formula weight (lowest first): some entries from above
SMILES	Scp-1 inhibitor	DNMT1 block	CSN inh	NadD block	LMPTP block	TbMetRS inhib	SUMO1-SIM PPI	MsrA inh	STEP inh	Rpn11 inh
Brc1ccc2c(c1)CN1CCCC1=N2	-11	0	0	-4	1.2	1.1	-5	1.8	-1	i
CC(C)[C@H](NC(=O)OCc1ccccc1)C(=O)NC(C=O)Cc1ccccc1 (some centres undefined)	4	3	1	-2	-0.7	-0.5	1	·	2	i
CC(C)C[C@H](NC(=O)[C@H](Cc1ccccc1)n1c(=O)[nH]c2ccccc2c1=O)C(=O)N1CCC(C(=O)O)CC1	12	0	4	-4	-0.4	-2.0	1	-0.2	1	i

Screening results (PubChem BioAssay)
